HTRA1 inh: blocks human HTRA1 serine peptidase. Q92743. recombinant HTRA1, FP-rhodamine activity-based probe, fluorescence polarization. inhibition, % at 5.96 µM. 0.5% of 340,000 active; in the data active = inhibition above about 36%;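 also: 0% = enzyme with DMSO and 100% = wells lacking enzyme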
NPR1 activator: GC-A (human) enzyme activation | 0.14% of 370,000 active | P16066 | HEK293 GC-A cells, cGMP TR-FRET, EC30 ANP; 0% at EC30 ANP, 100% saturating ANP | activation, % at 10 µM; in the data active = activation above about 40%
ABHD4 inh: inhibitors of mouse ABHD4; Q8VD66; purified mABHD4, FP-Rh probe fluorescence polarization; inhibition, % at 8.92 µM; 0.54% of 370,000 active;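 active = inhibition exceeding the mean over every tested compound plus 3 SD, cut at about 30% in these data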;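 also: 0% = plate median of compound wells and 100% = S159A mutant with DMSO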
Target sequence (Q8VD66 whole entry, looked up): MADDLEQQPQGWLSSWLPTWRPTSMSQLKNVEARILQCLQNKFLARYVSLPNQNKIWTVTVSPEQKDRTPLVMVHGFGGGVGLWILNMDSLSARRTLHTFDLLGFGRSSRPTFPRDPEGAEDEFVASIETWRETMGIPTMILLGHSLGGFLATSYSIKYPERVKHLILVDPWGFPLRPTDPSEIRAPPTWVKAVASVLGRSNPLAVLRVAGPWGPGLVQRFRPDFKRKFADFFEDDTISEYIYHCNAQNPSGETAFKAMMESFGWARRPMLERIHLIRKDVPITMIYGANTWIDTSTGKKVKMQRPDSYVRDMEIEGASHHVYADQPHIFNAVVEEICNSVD
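System: mouse ABHD4 enzyme, wild type / Medium: HEPES pH 7.0, NaCl, Pluronic buffer / Reagent: FP-Rh activity-based fluorescent probe / Control set: S159A mutant high control, sample median low control / Detection: fluorescence polarization with parallel and perpendicular emission, 525/598 nm / Schedule: 45 min + 60 min at 25 °C / Compound dosing: 8.92 µM, single dose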
UHRF1 MBD2 ctr: blocks human UHRF1 binding to methylated DNA; Q96T88; UHRF1 binding to methylated oligo, TR-FRET; inhibition, % at 4.4 µM; 0.75% of 370,000 active; AID 687016; in the data active = inhibition above about 21%;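 also: UHRF1 SRA domain binding a hemimethylated CpG hairpin DNA probe; 0% = median of test compound wells and 100% = reference inhibitor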
MBD2 DNA inh: inhibitors of human MBD2 binding to methylated oligonucleotide; inhibition, % at 4.4 µM; TR-FRET; 0.31% of 370,000 active; Q9UBB5; in the data active = inhibition above about 13%
Target sequence (Q9UBB5 whole entry, looked up): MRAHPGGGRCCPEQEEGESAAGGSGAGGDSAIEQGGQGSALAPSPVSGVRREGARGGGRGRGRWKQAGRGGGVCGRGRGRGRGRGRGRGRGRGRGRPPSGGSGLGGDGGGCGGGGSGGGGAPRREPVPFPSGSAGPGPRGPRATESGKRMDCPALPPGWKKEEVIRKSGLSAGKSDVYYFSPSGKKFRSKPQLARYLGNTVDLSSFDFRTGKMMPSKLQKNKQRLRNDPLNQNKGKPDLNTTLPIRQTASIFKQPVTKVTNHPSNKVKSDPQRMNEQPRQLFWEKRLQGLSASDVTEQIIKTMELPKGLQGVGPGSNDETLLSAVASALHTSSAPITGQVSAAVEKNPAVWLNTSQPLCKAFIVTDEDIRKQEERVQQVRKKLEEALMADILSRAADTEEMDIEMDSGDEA
TCR CD3 inh: inhibitors of human TCR-CD3 interaction. TAMRA-labeled TCR probe fluorescence, biochemical. inhibition, % at 9.4 µM. 0.37% of 360,000 active; in the data active = inhibition above about 19%;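 also: recombinant mutant TCR 2C K166C tagged with TAMRA read by polarization; 0% = receptor in buffer alone and 100% = receptor with positive control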
PRMT1 inh: PRMT1 (human) inhibition, primary screen; Q99873; recombinant PRMT1, activity-based probe fluorescence polarization; inhibition, % at 2.79 µM; 1.3% of 370,000 active;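 active = inhibition above about 21% made by adding two undisclosed values, limit read from the data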
SIAE primary: human SIAE inhibition, primary screen; Q9HAT2; SIAE FP-Rh probe binding, fluorescence polarization; inhibition, % at 9.66 µM; 0.69% of 370,000 active; AID 1053197;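 active = inhibition above a cutoff: mean of compounds within the control limits plus 3 SD of those, cut at about 17% in these data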;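 also: 0% = plate median of compound wells and 100% = probe without SIAE protein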
rCAG binder: r(CAG) repeat RNA binding. TO-PRO-1 dye displacement fluorescence. inhibition, % at 3 µM. 1.3% of 370,000 active;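 active = inhibition above the plate cutoff, the mean of all test compounds on that plate plus 3 SD, cut at about 35% in these data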;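 also: 0% = DMSO alone and 100% = 100 µM mitoxantrone as full dye displacement; higher means more dye released from RNA so lower well fluorescence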
NPR2 activator: GC-B (human) receptor activation | 0.11% of 370,000 active | AID 1920062 | HEK293-GC-B cells, CNP EC30, cGMP TR-FRET; 0% at EC30 CNP, 100% saturating CNP | activation, % at 10 µM;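 active = activation at 10 µM reaching about 35% in either raw or pattern-adjusted values, limit read from the data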
Numbers without * were called inactive; nt = not tested or not shown.

SMILES	HTRA1 inh	NPR1 activator	ABHD4 inh	UHRF1 MBD2 ctr	MBD2 DNA inh	TCR CD3 inh	PRMT1 inh	SIAE primary	rCAG binder	NPR2 activator
Cc1ccc(C(C#N)c2ccc(Cl)nn2)cc1 (centres undefined)	-4	3	4	-1	3	2	0	8	1	-2
CCc1ccc(OCC(O)CN2CCCC2)cc1 (centres undefined)	0	4	-3	3	-1	7	4	-4	2	11
CC(C)C(=O)Nc1ccc(C(=O)c2ccccc2)cc1	-8	-2	-9	4	0	2	1	8	2	-4
O=S1(=O)CC(O)C(Nc2ccc(Cl)cc2)C1 (centres undefined)	-1	4	-5	-1	-7	9	-3	-6	1	0
COCCNC(=O)c1c(C)cc(C)cc1C	2	-1	-2	7	1	-5	0	3	2	2
C[C@H]1[C@@H](OC(=O)NCc2ccc(Cl)cc2)CC[C@@]23CCCN2C(=O)CCC[C@@H]13	nt	-7	0	-1	5	nt	3	0	nt	-12
N#Cc1c(Sc2ncc(C(F)(F)F)cc2Cl)nsc1C/C=N\OCc1c(F)cccc1Cl	-11	9	-6	-1	3	-4	1	-9	18	-3
Cc1cc(C)c(NS(=O)(=O)c2c(C)noc2C)c(C)c1	1	0	-2	-2	-2	-3	-2	-1	-3	0
COc1ccc(S(=O)(=O)N(C)[C@H]2C[C@H]3c4cc(N5CCN(C)CC5)ccc4CCN3C(=O)[C@H]2[C@H](C)O)cc1	5	-3	7	0	0	-8	1	6	0	-1
Cc1ccc(S(=O)(=O)NC(=O)C2(C)CCN2C(=O)c2ccccc2CCc2ccccc2)nc1 (centres undefined)	nt	3	15	0	-8	12	0	9	23	4
CCC(=O)c1c[nH]c(C(=O)NCC2CCCO2)c1 (centres undefined)	5	3	-4	2	-5	2	-2	-6	-1	6
Cc1cccc(N=C2NN=C(c3ccccc3F)CS2)c1C	5	-2	-7	0	7	8	14	0	11	5
CCSC1=C(C#N)C(c2ccccc2C)CC(=O)N1 (centres undefined)	1	5	-1	0	-2	-5	-3	3	-3	-2
CNC(=S)NNC(=O)c1ccccc1Br	3	-2	-9	21*	-2	1	-2	10	-2	3
CN(C)C(=O)Cn1c(SCC(=O)N2CCCc3ccccc32)nc2ccccc21	-3	-4	6	1	0	-4	1	-2	-5	1
O=C(c1cn(CC(=O)N2CCCCC2)c2ccccc12)C1CC1	1	-4	-6	1	-8	-6	-2	1	-2	5
Cc1ccc(S(=O)(=O)N2CCCC2C(=O)NCc2ccccc2Cl)cc1 (centres undefined)	0	0	0	-1	3	4	1	-2	-6	3
Clc1ccc(Cn2cnc3ccccc32)cc1	3	-5	-2	-5	2	7	-2	-8	-5	0
CC(=O)Nc1ccc(Oc2cncc(Cl)c2)nc1	3	-3	6	1	1	8	-2	-4	-2	4
CC(C)CCCNc1nc(N2CCOCC2)nc(N2CCOCC2)n1	10	2	-2	-1	2	0	-2	6	-2	-3
O=C(Nc1cccc(C(F)(F)F)c1)Oc1ccccc1N1CCOCC1	1	0	-3	1	0	-8	-7	3	-1	1
N#CN(CC(N)=O)c1nc(N2CCCCC2)nc(N2CCCCC2)n1	-1	2	4	2	-7	0	0	15	-5	-3
Cc1cc(C)c(NC(=S)N(C)C)c(C)c1	7	-2	1	-1	-2	3	-5	-5	2	-5
O=C(O)C1=CC[C@@H](c2ccc(Cl)cc2)N(S(=O)(=O)c2ccc(Cl)cc2)[C@H]1c1cccc(Cl)c1	-18	-5	1	2	0	-7	1	-6	14	1
O=C(N/C(=C/c1ccc([N+](=O)[O-])cc1)C(=O)N1CCCC1)c1ccccc1	3	8	-2	2	3	7	-1	2	-2	0

An excerpt from above in order of molecular weight, high to low.
SMILES	HTRA1 inh	NPR1 activator	ABHD4 inh	UHRF1 MBD2 ctr	MBD2 DNA inh	TCR CD3 inh	PRMT1 inh	SIAE primary	rCAG binder	NPR2 activator
N#Cc1c(Sc2ncc(C(F)(F)F)cc2Cl)nsc1C/C=N\OCc1c(F)cccc1Cl	-11	9	-6	-1	3	-4	1	-9	18	-3
C[C@H]1[C@@H](OC(=O)NCc2ccc(Cl)cc2)CC[C@@]23CCCN2C(=O)CCC[C@@H]13	nt	-7	0	-1	5	nt	3	0	nt	-12
O=S1(=O)CC(O)C(Nc2ccc(Cl)cc2)C1 (centres undefined)	-1	4	-5	-1	-7	9	-3	-6	1	0
CCC(=O)c1c[nH]c(C(=O)NCC2CCCO2)c1 (centres undefined)	5	3	-4	2	-5	2	-2	-6	-1	6

For reference, part of the list above:
SMILES	HTRA1 inh	NPR1 activator	ABHD4 inh	UHRF1 MBD2 ctr	MBD2 DNA inh	TCR CD3 inh	PRMT1 inh	SIAE primary	rCAG binder	NPR2 activator
CNC(=S)NNC(=O)c1ccccc1Br	3	-2	-9	21*	-2	1	-2	10	-2	3
CN(C)C(=O)Cn1c(SCC(=O)N2CCCc3ccccc32)nc2ccccc21	-3	-4	6	1	0	-4	1	-2	-5	1
O=C(c1cn(CC(=O)N2CCCCC2)c2ccccc12)C1CC1	1	-4	-6	1	-8	-6	-2	1	-2	5
Cc1ccc(S(=O)(=O)N2CCCC2C(=O)NCc2ccccc2Cl)cc1 (centres undefined)	0	0	0	-1	3	4	1	-2	-6	3
Clc1ccc(Cn2cnc3ccccc32)cc1	3	-5	-2	-5	2	7	-2	-8	-5	0

Next results
SMILES	HTRA1 inh	NPR1 activator	ABHD4 inh	UHRF1 MBD2 ctr	MBD2 DNA inh	TCR CD3 inh	PRMT1 inh	SIAE primary	rCAG binder	NPR2 activator
Cc1ccc(NC(=O)C2CCN(c3nnc(-n4cccc4)s3)CC2)c(C)c1	nt	-3	5	0	-2	nt	-4	5	9	-1
NNc1nc2c(Cl)ccc(Cl)c2s1	8	13	39*	-1	3	7	0	10	10	-8
Cc1ccccc1CN1CCC(N2CCC(C(=O)NCC3CCCO3)CC2)CC1 (centres undefined)	5	1	4	-3	3	-2	1	0	-10	2
CN(c1ccccc1)S(=O)(=O)c1nnc(NC(=O)COc2ccccc2F)s1	-1	-3	1	-1	-3	-12	-1	0	29	0
CC(C(=O)N1CCCCC1)N(C)CC(=O)Nc1cccc(F)c1 (centres undefined)	nt	-3	28	0	2	0	1	2	-2	-3
N#Cc1cc(C(=O)c2cc(F)ccc2O)cn(-c2nccs2)c1=O	-18	30	-8	-13	-5	-8	19	-8	-67	33
CC12CCC(C(=O)C1)C1(C)CCCC(=O)C21 (centres undefined)	10	0	-8	1	-3	-1	-2	4	-1	3
O=C(O)C1C2C=CC3(O2)C1C(=O)N1c2ccccc2C2OCCC2C13 (centres undefined)	-2	-1	8	3	1	-2	1	-2	1	1
CC(=O)Nc1ccc(S(=O)(=O)Nc2cccc(-c3ccc4nncn4n3)c2)cc1	6	2	3	2	-3	9	0	8	4	6
CCn1c(SCC(=O)NC2CCCCC2)nc2ccccc2c1=O	3	6	3	-2	3	6	3	5	-3	0
COCCn1c(SCC(=O)NC(C)c2ccccc2)nc2ccccc21 (centres undefined)	-3	-1	-4	4	2	0	-4	5	-6	-1
O=C(CSc1nnc(C2CC2)n1CC1CCCO1)Nc1cccc(Cl)c1 (centres undefined)	5	4	0	-2	-6	-9	0	11	-2	-3
O=C(COC(=O)c1ccc(Br)o1)Nc1nc2c(F)c(F)c(F)cc2s1	-32	2	-25	-2	0	5	-3	-45	25	9
COc1ccc(C(=O)c2c(C)c(CCC#N)n3ccccc23)c(OC)c1	-1	0	1	-2	0	1	0	3	4	3
CCOC(=O)C(C)Sc1nc(-c2ccccn2)ncc1OC (centres undefined)	2	-9	-7	6	3	-4	0	1	-1	2
Nc1nc(NCCCN2CCOCC2)nc(Nc2ccc(F)cc2)c1[N+](=O)[O-]	-2	3	6	-2	4	-3	0	-7	-3	0
Cc1ccc(CNC(=O)CN2C(=O)NC3(CCCC3)C2=O)cc1	-18	3	1	-1	2	-4	3	7	3	6

Compound activity (PubChem)

A portion of the library; count on the stated rates, not on these rows.
